Screening results (PubChem BioAssay)
mIDH1 inhibitor: human IDH1 R132H inhibition | 390,000 compounds, 0.093% hits | Potency, µM (highest dose often 76.6 µM), for the others: at the top dose activity change, negative = inhibition, hits mostly inhibitors | IDH1-R132H enzyme, NADPH consumption, diaphorase/resazurin fluorescence | O75874 | AID 602179; also: potency is read from the fitted curve at half-maximal effect; % is scaled to controls: 0 for no effect and ±100 for the full control effect; nearly all actives have a fitted effect of over 65% in size
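IDH1-R132H (0.5 ug/mL dispensed) in pH 7.5 Tris buffer was preincubated 30 min with compound, then given a substrate mix of 0.016 mM NADPH and 2 mM alpha-KG for 80 min at room temperature; remaining NADPH was read by diaphorase/resazurin fluorescence.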
GLS inhibitor: inhibitors of human glutaminase (GLS); O94925; GLS enzymatic activity, qHTS titration; Potency, µM (top dose mostly 45.5 µM), for inactives: at the highest dose activity change, negative = inhibition, actives largely listed as inhibitors; 410,000 compounds, 0.21% hits; AID 624170; also: potency is read from the fitted curve at half-maximal effect; % is scaled to controls: 0 for no effect and ±100 for the full control effect
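Human kidney-isoform GLS in 45 mM KH2PO4 pH 8.2, 0.02% Tween-20, with compound, started with 1mM L-Glutamine (added stock). Glutamate oxidase/HRP/Amplex red coupled fluorescence read at start and after 30 min at RT.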
TrxR1 substrate: rat thioredoxin reductase 1 substrate activity. 390,000 compounds, 0.01% hits. Potency, µM (top dose mostly 114 µM), for inactives: at the top dose activity change, negative = substrate turnover. AID 588456. purified TrxR1 substrate turnover, NADPH consumption readout; also: potency is read from the fitted curve at half-maximal effect; % is scaled to controls: 0 for no effect and ±100 for the full control effect; nearly all actives have a fitted effect of over 50% in size
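Rat TrxR1, dispensed at 90 nM, was prereduced with 400 uM NADPH (final) for 5 min at ~22 deg C, then incubated with compound 15 min before 400 uM selenite. A first-read NADPH fluorescence drop versus no-compound background flagged substrates.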
USP1-UAF1 inh: USP1/UAF1 (human) deubiquitinase inhibition; O94782; 390,000 compounds, 0.23% hits; recombinant USP1/UAF1, Ub-Rhodamine cleavage fluorescence; Potency, µM (titrated, usually from 57.1 µM), for inactives: at the top dose activity change, negative = inhibition, actives largely listed as inhibitors; also: potency is read from the fitted curve at half-maximal effect; % is scaled to controls: 0 for no effect and ±100 for the full control effect; nearly all actives have a fitted effect of over 60% in size; inactives centre near -12
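1 nM enzyme complex + cpd, 15 min RT; start with Ub-Rho 150nM final; kinetic fluorescence ex 480/em 540, 6 reads q60 s. Buffer 50mM HEPES pH 7.8, 0.5mM EDTA, 0.1 mg/ml BSA, 1mM TCEP, 0.01% Tween-20.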
PI4K2A block: inhibitors of human PI4K2A. Q9BTU6. purified PI4K2A, ADP-Glo luminescence, 1 h; hits give low values. activity change, negative = inhibition, % at 76.9 µM. 420,000 compounds, 0.13% hits. AID 1346378; in the data active = activity change below about -50%; inconclusive = mostly about -30% to -49%;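 also: -100% = wells without enzyme as full effect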
Target sequence (Q9BTU6 whole entry, looked up): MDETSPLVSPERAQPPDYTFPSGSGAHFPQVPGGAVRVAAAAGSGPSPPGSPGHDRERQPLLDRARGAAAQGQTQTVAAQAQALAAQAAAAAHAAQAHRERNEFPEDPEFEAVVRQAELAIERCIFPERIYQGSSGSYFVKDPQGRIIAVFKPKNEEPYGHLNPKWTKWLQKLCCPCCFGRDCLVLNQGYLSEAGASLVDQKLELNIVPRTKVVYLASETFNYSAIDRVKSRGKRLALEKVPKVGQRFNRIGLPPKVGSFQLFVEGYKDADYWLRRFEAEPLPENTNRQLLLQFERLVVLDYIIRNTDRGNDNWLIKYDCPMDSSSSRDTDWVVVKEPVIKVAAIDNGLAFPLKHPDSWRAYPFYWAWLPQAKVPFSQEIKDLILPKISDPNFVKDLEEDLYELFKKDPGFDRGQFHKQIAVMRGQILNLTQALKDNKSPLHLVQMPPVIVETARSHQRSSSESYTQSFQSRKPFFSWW
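Compounds are screened against recombinant PI4K2A using PI as substrate and ATP, the latter dispensed at 300 microM. Reactions run one hour at ambient temperature before ADP-Glo detection; full inhibition defined by wells lacking enzyme.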
HP1b chromo inh: inhibitors of HP1-beta chromodomain binding to methylated histone tails; AlphaScreen HP1-beta / biotin-H3K9me3 peptide binding; 390,000 compounds, 0.56% hits; Potency, µM (top dose mostly 114 µM), for the others: at the highest dose activity change, negative = inhibition, most hits filed as inhibitors; AID 540317; also: potency is read from the fitted curve at half-maximal effect; nearly all actives have a fitted effect of over 70% in size; inactives centre near 23
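Compound inhibition of the preformed complex between 50 nM HP1-beta and 50 nM biotinylated H3K9me3 peptide was read by AlphaScreen. Buffer was PBS pH 7.4 with 0.01% Tween-20. Incubations ran 30 min at room temperature, with 10 ug/mL donor/acceptor beads.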
TrxR1 inh: blocks rat thioredoxin reductase 1 | recombinant rTrxR1, NADPH fluorescence consumption, selenite substrate | Potency, µM (highest dose often 114 µM), for the others: at the top dose activity change, negative = inhibition, actives largely listed as inhibitors | O89049 | 390,000 compounds, 1% hits; also: potency is read from the fitted curve at half-maximal effect; % is scaled to controls: 0 for no effect and ±100 for the full control effect; nearly all actives have a fitted effect of over 65% in size
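Rat TrxR1 (90 nM in the dispensed reagent) was pre-reduced with 400 uM NADPH for 5 min at room temperature, then incubated with compound for 15 min. After 400 uM selenite was added, NADPH fluorescence (Ex 340/Em 450 nm) was followed for 8 min.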
PGK inhibitor: blocks T. brucei phosphoglycerate kinase | P07378 | PGK/GAPDH coupled, Kinase-Glo luminescence, 60 min | Potency, µM (highest dose often 57.5 µM), without a hit: at the top dose activity change, negative = inhibition, hits mostly inhibitors | 380,000 compounds, 0.043% hits; also: potency is read from the fitted curve at half-maximal effect; % is scaled to controls: 0 for no effect and ±100 for the full control effect; nearly all actives have a fitted effect of over 60% in size
Target sequence (P07378 whole entry, looked up): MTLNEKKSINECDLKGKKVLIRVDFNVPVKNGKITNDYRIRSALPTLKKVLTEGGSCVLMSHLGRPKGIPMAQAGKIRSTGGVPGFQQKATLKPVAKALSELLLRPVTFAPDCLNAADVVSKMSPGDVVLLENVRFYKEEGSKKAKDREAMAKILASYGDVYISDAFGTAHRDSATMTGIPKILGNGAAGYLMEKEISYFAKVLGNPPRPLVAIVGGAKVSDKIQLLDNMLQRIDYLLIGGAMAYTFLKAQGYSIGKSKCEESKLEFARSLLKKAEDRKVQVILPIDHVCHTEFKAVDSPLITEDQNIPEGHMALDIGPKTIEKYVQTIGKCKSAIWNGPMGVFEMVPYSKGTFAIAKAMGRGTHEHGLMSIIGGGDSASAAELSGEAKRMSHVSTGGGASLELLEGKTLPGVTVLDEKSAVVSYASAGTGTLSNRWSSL
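Recombinant glycosomal PGK reaction used 1,3-bisphosphoglycerate generated in-well by GAPDH (100nM final) in 100mM TEA pH 7.6, 5mM MgCl2, 0.01% Tween-20. After 60 minutes at room temperature, ATP was read by Kinase-Glo Plus luminescence end-point.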
Pin1 inh: human Pin1 inhibition; Q13526; Pin1 FP peptide displacement, HiFluor488, 10 min; Potency, µM (doses to about 115 µM), for inactives: at the top dose activity, negative = inhibition, usual class: inhibitors; 390,000 compounds, 0.009% hits; AID 504891; active = well fitted inhibition curve with a large enough effect in the polarisation, with a control signal flat, not every such curve was filed as active; inconclusive = small, poorly fitted or top-dose-only effect, or effect the other way, or a change in a side signal; inactive = no such curve, though single readings can be large or run the other way; the % refers to the polarisation; also: potency is read from the fitted curve at half-maximal effect; % is scaled to controls: 0 for no effect and ±100 for the full control effect
Target sequence (Q13526 whole entry, looked up): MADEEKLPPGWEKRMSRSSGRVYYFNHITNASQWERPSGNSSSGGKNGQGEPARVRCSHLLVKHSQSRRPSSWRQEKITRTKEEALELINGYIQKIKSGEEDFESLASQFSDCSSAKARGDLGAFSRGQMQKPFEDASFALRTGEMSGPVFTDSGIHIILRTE
Numbers without * were called inactive; i = inactive; ? = inconclusive; . = no result given; [ ] = another dose, or the depositor's remark. Unless noted, calls follow the shape of the dose curve; as a rule, active = well fitted curve in the direction sought with a large enough effect; inconclusive = small, poorly fitted or top-dose-only effect, or another doubt; inactive = no such curve, though single readings can be large; an effect the other way counts as inactive or inconclusive. These rows are one share of the data, so the mix of outcomes need not match the whole.

SMILES	mIDH1 inhibitor	GLS inhibitor	TrxR1 substrate	USP1-UAF1 inh	PI4K2A block	HP1b chromo inh	TrxR1 inh	PGK inhibitor	Pin1 inh
O=C(CSc1nnnn1-c1cccnc1)NCc1cccs1	2%	0%	-4%	3%	6	30%	17%	2%	2%
Cc1ccc(C(=O)c2c3ccc(C(F)(F)F)cc3[n+]([O-])n2CCC(N)=O)cc1	-4%	1%	-11%	-24%	-2	15%	-11%	-1%	-12%
O=C(CCN1C(=O)c2cccc3cccc(c23)C1=O)N1CCN(Cc2ccc3c(c2)OCO3)CC1	3%	3%	13%[57.1 µM]	-16%	1	19%	0%[11.4 µM]	-6%	0%
CC1=C(C(=O)OC2CCCC2)C(c2ccc(C)o2)C2=C(CC(c3cccs3)CC2=O)N1 (centres undefined)	3%	-2%	4%[57.1 µM]	-22%	0	24%	?	-1%	18%
Cc1c(O)ccc2c(=O)c(Oc3ccccc3)coc12	-10%	-8%	3%	-23%	3	42%[activator]	24%	-1%	-5%
COc1ccc(N2C(=O)CSC23C(=O)N(Cc2cccc(C(F)(F)F)c2)c2ccccc23)cc1 (centres undefined)	-6%	4%	-7%	?	3	18%	17%	-1%	0%
CCN(CC)C(=O)Cn1c(SCC(=O)Nc2ccc(C)c(C)c2)nc2ccccc21	19%	-9%	3%[57.1 µM]	0%	1	73%[activator]	9%[57.1 µM]	-5%	-2%
O=C(Nc1ccc2c(c1)oc1ccc(S(=O)(=O)N3CCCC3)cc12)C1CC1	3%	3%	28%	-26%	2	20%	13%	-1%	-1%
O=c1cc(-c2ccccc2)nc(SCc2ccc(Cl)cc2)[nH]1	1%	10%	6%	-20%	3	35%	15%	-1%	7%
CCOC(=O)CSC1=C(C#N)C(c2ccc(C)o2)CC(=O)N1 (centres undefined)	10%	-9%	-2%	-19%	-1	11%	-19%	i	-11%
CSc1ncc(S(=O)(=O)c2ccccc2)c(=O)[nH]1	6%	6%	6%[57.1 µM]	-2%	-5	39%	39%	-3%	-5%
CCOc1ncccc1C(=O)Nc1ccc2c(c1)OCCCO2	4%	7%	-7%	0%	-1	16%	-1%	-7%	1%
O=C(CCC(=O)N1CCN(c2ccccc2F)CC1)N1CCN(c2ccccc2)CC1	-1%	13%	2%	-19%	-2	5%	14%	-10%	1%
Cc1sc(NC(=S)NC(=O)c2cccs2)nc1-c1ccc(C(C)C)cc1	-2%	-13%	0%	-11%	0	9%	7%	i	1%
Nc1c(/C=C2/C=CC(=O)C(O)=C2)c(=O)nc2sc(CC(=O)N3CCCC3)nn12	-6%	?	-15%	-20%	0	?	-9%	?	39%[activator]
CCCN(CCC)CCCOC(=O)c1ccc(Cl)cc1Cl	3%	14%	7%[57.1 µM]	3%	8	2%	6%[57.1 µM]	3%	2%
CCOc1cc(/C=N/NC(N)=O)cc(Br)c1OCc1ccccc1	-10%	4%	3%	-11%	3	39%[activator]	36%[activator]	-8%	0%
O=C(CCl)Nc1cc2[nH]c(=O)[nH]c2cc1Br	4%	4%	-1%[57.1 µM]	-16%	-11	27%	-31%[57.1 µM]	-5%	?
Cc1ccc(NC(=O)CSc2nc3ccccc3c(=O)n2CCCC(=O)NCCCN2CCOCC2)cc1C	1%	4%	6%[57.1 µM]	-13%	2	12%	17%[57.1 µM]	4%	6%
Cc1nc(-c2ccccc2)sc1-c1ccc(SCC(=O)NCc2ccc(Cl)cc2)nn1	-2%	2%	30%	-13%	-3	36%	20%	9%	8%
CCC(CCC(=O)Nc1ccn(-c2ccccc2)n1)C(=O)O (centres undefined)	2%	5%	2%	-19%	-1	24%	12%	-2%	9%
CCCCCCCCCCn1c2c(c(=N)c3c1CCC3)CCC2	4%	0%	11%	-10%	-1	29%	11%	i	1%
CSCCNC(=O)c1ccc(OC2CCN(CCc3ccccc3)CC2)cc1	-1%	10%	-5%	-7%	2	18%	7%	-3%	-7%
CC[C@@]1(c2ccccc2OC)C(=O)N(C(=O)OC)N1C(=O)OC	-3%	9%	6%[57.1 µM]	?	-1	37%[activator]	?	-1%	-2%
O=C(O)c1cc([N+](=O)[O-])c(Sc2nc3ccccc3[nH]2)c([N+](=O)[O-])c1	-7%	5%	3%	-24%	-29	26%	?	.	-11%
Cc1ccc(C(=O)NC2(C(F)(F)F)C(=O)Nc3c2c(=O)[nH]c(=O)n3CCc2ccccc2)cc1 (centres undefined)	-8%	18%	-7%	-5%	3	13%	9%	-5%	-1%
CCOC(=O)c1c(O)cc(C)cc1Nc1ccccc1	7%	-10%	4%	-17%	-6	215%[activator]	17%	i	-6%
CN1CCc2c(sc(NC(=O)c3ccc(S(=O)(=O)N4CCCCCC4)cc3)c2C(N)=O)C1	-3%	-18%	0%[57.1 µM]	?	-3	-9%	-8%[57.1 µM]	2%	?
COc1ccc(OC)c(Nc2nc3ccccc3n3cnnc23)c1	-2%	0%	16%	-6%	-1	30%	5%	-1%	4%
O=C(O)CC1CCS(=O)(=O)C1 (centres undefined)	1%	2%	-11%	-5%	-10	14%	-11%	-1%	1%
COC(=O)CSc1nc(NC(C)(C)C)nc(N(C)C)n1	21%	7%	9%[57.1 µM]	-13%	2	15%	34%[57.1 µM]	0%	-1%
COc1cc2c(C#N)c(N3CCN(c4ccccc4OC)CC3)nc(N)c2c(N)n1	0%	5%	50%[activator]	-6%	-55*	-11%	13%	7%	5%
COc1cccc(NC(=O)c2cc(C(=O)Nc3cccc(OC)c3)n(C)n2)c1	0%	10%	-3%	2%	12	11%	-2%	1%	1%
Cc1cc2cc(CN3C(=O)c4ccccc4C3=O)ccc2n1C	-7%	-3%	2%	-20%	-1	13%	16%	2%	-15%
Cn1nc(C(=O)NCc2ccccn2)c2ccccc2c1=O	-3%	3%	-7%	-2%	2	16%	-6%	-2%	8%
O=C(CCSCCc1ccccn1)Nc1c(F)cc(F)cc1Br	0%	1%	-4%	-19%	0	17%	1%	i	-6%
CC1(C)CC(=O)c2cnc3c(C#N)cnn3c2C1	7%	3%	3%[57.1 µM]	-24%	1	21%	8%[57.1 µM]	-7%	-9%
O=C1OCCN1C(=O)[C@H]1[C@H](c2ccc([N+](=O)[O-])cc2)C(c2ccc(F)cc2)=NN1c1ccccc1	8%	3%	3%	-23%	-6	34%[activator]	0%	i	4%
O=c1cc2c(c(-c3ccccc3)n1Cc1ccccc1)[C@H](CCO)NC2	-13%	-2%	10%	?	-3	46%[activator]	0%	1%	-9%
C=CCNc1nc(Nc2ccc([N+](=O)[O-])cc2)nc(OCC)n1	-2%	-5%	10%[57.1 µM]	-19%	-9	5%	27%[57.1 µM]	-4%	0%

Looked up above.
COc1cc2c(C#N)c(N3CCN(c4ccccc4OC)CC3)nc(N)c2c(N)n1 in TrxR1 substrate is entered as 50%[activator]
C=CCNc1nc(Nc2ccc([N+](=O)[O-])cc2)nc(OCC)n1 in Pin1 inh is entered as 0%

Following part:
SMILES	mIDH1 inhibitor	GLS inhibitor	TrxR1 substrate	USP1-UAF1 inh	PI4K2A block	HP1b chromo inh	TrxR1 inh	PGK inhibitor	Pin1 inh
Cn1ccnc1SCC(=O)Nc1cc(F)ccc1F	0%	0%	3%	-23%	1	47%[activator]	19%	9%	1%
CN(C(=O)CN1C(=O)/C(=C/c2ccccc2Cl)SC1=S)C1CCS(=O)(=O)C1 (centres undefined)	-9%	-1%	-2%	-11%	9	-6%	0%	-1%	0%
CCc1cc2c(-c3ccccc3)cc(=O)oc2cc1OC(C)C(=O)NCC1CCC(C(=O)O)CC1 (centres undefined)	-10%	58%[activator]	5%	-18%	-9	40%[activator]	-2%	-10%	-9%
CC(=O)N(c1ccccc1C)S(=O)(=O)c1ccc(Cl)cc1	12%	0%	2%	-13%	-2	82%[activator]	8%	-2%	2%
CSc1nc(O)c(Nc2ccccc2)c(=O)[nH]1	0%	17%	-4%[2.29 µM]	-3%	2	11%[57 µM]	-4%[2.29 µM]	-8%	-13%
Cc1ccccc1C(=O)Nc1cccc(OCc2cc(=O)n3c(C)csc3n2)c1	2%	-1%	5%	-20%	-3	54%[activator]	2%	-4%	3%
COC(=O)c1c(-c2ccc(C)cc2)csc1NC(=O)Cc1ccc(OC)c(OC)c1	4%	-1%	-8%	?	-1	9%	-21%	-3%	49%[activator]
COc1ccc(S(=O)(=O)Nc2cccc3c2O[C@H](CN(C)C)[C@@H](C)CN([C@H](C)CO)C3=O)cc1	15%	0%	5%[57.1 µM]	-5%	-1	30%	9%[57.1 µM]	i	-6%
O=C(c1ccc2c(c1)OCO2)c1ccc[nH]1	13%	-7%	.	-12%	7	.	.	-6%	.
CCOC(=O)C(=CNc1cscc1S(=O)(=O)C(C)C)C(=O)OCC	0%	1%	-4%	-20%	-7	30%	12%	i	-3%
CC(C)n1c(CN2CCN(C)CC2)nc2c1c(=O)n(C)c(=O)n2C	3%	-20%	9%	-19%	-5	27%	14%	2%	2%
Cc1ccc(S(=O)(=O)c2c(C)cc(C)nc2N2CCCC2)cc1	-2%	0%	-9%	1%	-3	27%	-9%	6%	3%
CN1CCN(c2ccc(CNS(=O)(=O)c3ccsc3)cc2)CC1	-12%	-5%	-9%	-16%	-1	25%	-2%	-10%	-9%
